SMARCA2 act: activators of SMARCA2 function; activation, % at 9.1 µM; MG213 cells, MMTV-luciferase reporter, dexamethasone, overnight; AID 652017; 370,000 compounds, 1% hits; in the data active means activation above about 7.8%;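 further: 0% = vehicle wells and 100% = reference activator wells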
DAX1 inh-1: NR0B1 (DAX1) inhibition; P51843; HEK293 Gal4-DAX1 luciferase reporter, luminescence; inhibition, % at 6.75 µM; 340,000 compounds, 0.99% hits; AID 504766;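 active means inhibition above the mean over all tested compounds plus 3 SD, cut at about 4.2% in these data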;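 further: 0% = DAX1-transfected cells with DMSO and 100% = empty-vector control cells with DMSO; inhibition shows as a rise in luminescence from relieved DAX1 repression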
ADAM10 inh: inhibits human ADAM10. O14672. recombinant ADAM10, EDANS/DABCYL FRET peptide cleavage, 3 h. inhibition, % at 7 µM. 370,000 compounds, 0.62% hits. AID 720582;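 active means inhibition above a per-campaign cutoff equal to the mean of compounds falling between control-based bounds plus 3 SD, cut at about 20% in these data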;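 further: 0% = DMSO wells while the 100% control is not disclosed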
GAA850 FXN act: increases GAA850 frataxin promoter reporter activity; 360,000 compounds, 0.56% hits; HEK293 lucGAA850 FXN promoter luciferase reporter, 24 h; percent of 10 µM SAHA response; activation, % at 6 µM;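 active means activation above the average of all compounds screened plus 3 SD, cutoff fixed separately per campaign, cut at about 7.5% in these data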;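 further: 0% = DMSO wells and 100% = 10 µM SAHA wells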
ADAM17 inh: inhibits human ADAM17; P78536; recombinant ADAM17, EDANS/DABCYL FRET peptide cleavage; inhibition, % at 6.95 µM; 370,000 compounds, 0.83% hits; AID 720648;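 active means inhibition above the mean of compounds lying between control limits plus 3 SD, set per campaign, cut at about 8.5% in these data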;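 further: 0% = DMSO-only wells as the low control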
hcDAF12 agonist: activators of H. contortus DAF-12 nuclear receptor; activation, % at 6.8 µM; HEK293 hcDAF-12 lit1-tk-luc reporter, luminescence; 0% DMSO, 100% Δ7-dafachronic acid; AID 652067; 370,000 compounds, 1.4% hits;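 active means activation above the mean of all tested compounds plus 3 SD, cut at about 5.5% in these data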;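 further: 100% = response to 3 µM Δ7-dafachronic acid high control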
hgDAF12 agonist: hgDAF-12 agonism, primary luciferase screen. HEK293 GAL4-hgDAF12 UAS-luciferase reporter, agonist luminescence; normalized to butyrate control. activation, % at 6.8 µM. 370,000 compounds, 1.8% hits;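 active means activation above a cutoff set at the mean of all screened compounds plus 3 SD, cut at about 10% in these data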;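 further: 0% = DMSO wells and 100% = sodium butyrate wells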
ssDAF12 agonist: S. stercoralis DAF-12 activation, primary screen | AID 652126 | activation, % at 6.8 µM | 370,000 compounds, 1% hits | HEK293 ssDAF-12/GRIP1 lit1-tk-luc reporter, luminescence; % of 3 µM dafachronic acid response;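 active means activation above the mean over all tested compounds plus 3 SD, cut at about 0.9% in these data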;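 further: 0% = DMSO-only wells and 100% = 3 µM delta7-dafachronic acid wells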
PG9 Ab binder: PG9 antibody binding by small molecule; TR-FRET gp120-PG9 antibody binding; inhibition, % at 6.7 µM; 360,000 compounds, 0.43% hits; in the data active means inhibition above about 8.5%
GC-A act: GC-A (human) enzyme activation | P16066 | HEK293 GC-A cells, cGMP TR-FRET, EC30 ANP; 0% at EC30 ANP, 100% saturating ANP | activation, % at 10 µM | 370,000 compounds, 0.14% hits | AID 1671463; in the data active means activation above about 40%
Target sequence (P16066 whole entry, looked up): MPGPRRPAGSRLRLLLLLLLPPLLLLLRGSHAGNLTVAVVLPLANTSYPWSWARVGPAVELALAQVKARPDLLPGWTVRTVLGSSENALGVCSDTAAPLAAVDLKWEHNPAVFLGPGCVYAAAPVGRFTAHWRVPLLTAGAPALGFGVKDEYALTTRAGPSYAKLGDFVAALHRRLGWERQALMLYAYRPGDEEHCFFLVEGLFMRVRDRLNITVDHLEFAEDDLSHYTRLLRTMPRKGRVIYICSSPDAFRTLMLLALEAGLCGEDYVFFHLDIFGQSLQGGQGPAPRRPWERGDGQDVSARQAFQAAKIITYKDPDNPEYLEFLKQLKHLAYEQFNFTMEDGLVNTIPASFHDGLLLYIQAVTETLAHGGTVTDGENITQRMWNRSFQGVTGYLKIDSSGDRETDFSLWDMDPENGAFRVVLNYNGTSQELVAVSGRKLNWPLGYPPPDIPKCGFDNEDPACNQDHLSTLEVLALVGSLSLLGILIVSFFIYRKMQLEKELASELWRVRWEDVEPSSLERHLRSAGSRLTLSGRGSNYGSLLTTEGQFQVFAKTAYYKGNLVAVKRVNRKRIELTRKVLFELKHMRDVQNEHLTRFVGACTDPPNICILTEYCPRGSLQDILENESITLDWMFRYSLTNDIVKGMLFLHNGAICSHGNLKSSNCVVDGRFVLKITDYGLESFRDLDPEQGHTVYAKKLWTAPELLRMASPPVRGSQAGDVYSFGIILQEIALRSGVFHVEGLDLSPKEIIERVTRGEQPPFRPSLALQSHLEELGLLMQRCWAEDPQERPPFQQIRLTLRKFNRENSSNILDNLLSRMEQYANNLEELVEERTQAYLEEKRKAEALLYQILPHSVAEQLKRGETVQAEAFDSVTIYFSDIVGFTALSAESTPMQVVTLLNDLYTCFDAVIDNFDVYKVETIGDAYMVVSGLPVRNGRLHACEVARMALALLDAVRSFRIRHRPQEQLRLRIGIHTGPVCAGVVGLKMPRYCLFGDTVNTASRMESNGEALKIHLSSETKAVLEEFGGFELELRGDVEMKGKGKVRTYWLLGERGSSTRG
DAX1 inh-2: blocks DAX1 repression of SF-1 activated StAR promoter. HEK293T StAR-luciferase reporter, SF-1/DAX-1 repression relief. inhibition, % at 6.8 µM. 370,000 compounds, 1.1% hits. AID 652010;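 active means inhibition above the mean over all tested compounds plus 3 SD, cut at about 3.6% in these data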;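 further: 0% = DAX-1 cells with DMSO and 100% = cells lacking DAX-1 with DMSO; higher inhibition means more luminescence from relief of DAX-1 repression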
Active calls of the source: *; . = no result given. Not all compounds are listed (hit frequency here may not be typical).

1. COc1ccc(C2CC(c3c(O)n(CCc4ccccc4)c(=O)[nH]c3=O)=NN2)cc1OC (configuration not stated)
2. COCCn1c(O)c(/C=N/NC(=O)CSC(=S)N2CCCC2)c(=O)[nH]c1=S
3. COC(=O)C1=C(c2ccc(OCc3ccccc3)cc2)C[C@@H]2CC[C@H]1N2C(=O)NCCN1CCOCC1
4. OCCOc1ccccc1
5. OC(Cc1ccccc1)(c1ccccc1)C1CN2CCC1CC2 (configuration not stated)
6. CSCCC(c1nnnn1-c1ccc2c(c1)OCCO2)N1CCC(n2c(=O)[nH]c3ccccc32)CC1 (configuration not stated)
assay / entry	1	2	3	4	5	6
SMARCA2 act	0	1	-1	4	0	-4
DAX1 inh-1	0.8	0.5	-1.4	0.0	0.6	.
ADAM10 inh	1	-4	-3	2	-13	8
GAA850 FXN act	1.1	-0.1	-0.5	-1.9	-1.3	.
ADAM17 inh	-1	1	-1	-1	-6	5
hcDAF12 agonist	-1.1	-0.9	-0.6	-0.1	-1.7	-3.5
hgDAF12 agonist	-1.1	-0.5	-1.3	-2.7	-1.1	-9.6
ssDAF12 agonist	-1.7	-1.3	-1.6	-1.2	-1.4	-1.9
PG9 Ab binder	-3.7	-3.1	0.7	-0.2	1.9	-3.5
GC-A act	4	0	3	2	-31	-6
DAX1 inh-2	-0.4	0.2	-0.8	1.2	-0.2	-4.7

7. CCOc1cc2c(cc1OCC)-n1cccc1C(c1ccccc1OC)NC2 (configuration not stated)
8. CCN1C[C@]2(COC)CC[C@H](O)[C@@]34C5C[C@@H]6[C@@H](OC)C[C@@](O)(C5[C@H]6O)[C@](O)([C@@H](OC)C23)[C@@H]14 (some centres not stated)
9. CC(C)C12CN3CC(C(C)C)(CN(C1)C3c1cccnc1)C2=O (configuration not stated)
10. CCNC(=O)[C@H]1O[C@@H](n2cnc3c(N)ncnc32)[C@H](O)[C@@H]1O
11. CCOc1ccc(C=C2C(=O)NC(=S)NC2=O)cc1OCC
12. O=c1[nH]c(=S)[nH]c(O)c1N=Nc1cccc(S(=O)(=O)N2CCOCC2)c1
assay / entry	7	8	9	10	11	12
SMARCA2 act	-1	-3	2	3	3	0
DAX1 inh-1	0.5	1.9	0.2	0.4	-0.4	0.4
ADAM10 inh	-9	-1	5	5	0	1
GAA850 FXN act	-6.8	2.1	-2.9	8.6*	0.9	-1.4
ADAM17 inh	-4	-3	1	-4	-2	-3
hcDAF12 agonist	0.3	0.8	-2.2	-3.5	-0.3	-1.4
hgDAF12 agonist	-1.2	-0.7	0.2	3.2	0.6	-3.3
ssDAF12 agonist	-1.0	-1.1	-1.1	-2.0	-1.5	-1.5
PG9 Ab binder	0.2	1.8	2.0	-1.1	1.1	-11
GC-A act	-35	0	1	1	5	4
DAX1 inh-2	-0.3	0.0	-0.4	1.5	-2.1	-1.0

13. COC(=O)CN1C(=O)C2(C(C(=O)OC)=C(N)Oc3ccccc32)C2=C1CC(C)(C)CC2=O (configuration not stated)
14. Clc1ccccc1CN1CCN(c2ccccc2Cl)CC1
15. COc1cc([C@H]2OC[C@H]3[C@@H]2CO[C@@H]3c2cc(OC)c(O[C@@H]3O[C@H](CO)[C@@H](O)[C@H](O)[C@H]3O)c(OC)c2)cc(OC)c1O[C@H]1O[C@@H](CO)[C@H](O)[C@@H](O)[C@@H]1O
16. CCCCc1nc2ccccc2c(=O)n1-c1ccc(O)cc1
17. O=C(NCCCN1CC1)Nc1cccc2ccccc12
18. O=C1CC(N2CCC(n3c(=O)[nH]c4ccccc43)CC2)C(=O)N1Cc1ccccc1 (configuration not stated)
assay / entry	13	14	15	16	17	18
SMARCA2 act	-2	3	1	0	-4	-1
DAX1 inh-1	0.7	-0.7	2.2	0.5	-0.7	-1.6
ADAM10 inh	-5	2	-64	-3	-23	2
GAA850 FXN act	-2.7	0.9	0.1	0.4	0.0	0.2
ADAM17 inh	-4	-2	-14	-6	1	-4
hcDAF12 agonist	-1.4	0.8	-0.1	-1.2	-0.3	-0.9
hgDAF12 agonist	1.6	0.4	-0.3	-3.3	0.0	-2.0
ssDAF12 agonist	-0.9	-0.8	-1.5	-1.3	-1.5	-0.9
PG9 Ab binder	-3.0	0.3	0.0	2.6	-0.3	-0.3
GC-A act	1	-1	-1	-10	-3	-2
DAX1 inh-2	-0.9	-0.3	-0.1	-0.9	0.0	0.1

19. NCCCC(=O)OC1N=C(c2ccccc2Cl)c2cc(Br)ccc2NC1=O (configuration not stated)
20. COCCNC(=O)Cn1cc(C=C2C(=O)NC(=O)NC2=O)c2ccccc21
21. COC(=O)C1=C(c2cc3ccccc3o2)C[C@@H]2CC[C@H]1N2C(=O)NCCNC(C)=O
22. Fc1ccc(CCNCc2cccc(Cl)c2)cc1
23. NC(=O)c1ccc(C(=O)Nc2ccc([As](=O)(O)O)cc2)cc1
24. CCOc1ccccc1N=C1SCCCN1C
assay / entry	19	20	21	22	23	24
SMARCA2 act	1	-3	1	-1	3	-4
DAX1 inh-1	1.2	-0.1	0.0	-0.3	.	1.4
ADAM10 inh	7	5	-7	1	-3	0
GAA850 FXN act	0.9	1.7	1.3	0.5	.	-1.9
ADAM17 inh	-1	2	-1	-6	-7	2
hcDAF12 agonist	-0.1	3.1	-1.6	-1.9	0.2	0.4
hgDAF12 agonist	-2.4	-0.8	1.6	2.2	-0.8	-1.5
ssDAF12 agonist	-1.4	0.3	-1.4	-1.0	-0.5	-1.0
PG9 Ab binder	-1.8	-0.9	-0.8	2.2	1.3	1.8
GC-A act	-10	3	2	-22	0	-5
DAX1 inh-2	-0.2	0.4	-0.3	-0.6	0.0	-0.6

25. O=c1[nH]c2ccccc2n1C1CCN(C(c2ccnc3ccccc23)c2nnnn2-c2ccc3c(c2)OCCO3)CC1 (configuration not stated)
26. Cc1ccc2c(c1)N(C(=O)CCC(=O)N1CCC3(CC1)OCCO3)CCO2
27. CCOc1ccc2nc(N3CCC(C(=O)N4CCC5(CC4)OCCO5)CC3)sc2c1
28. Cc1ccc(N2C(=O)NC(=O)/C(=C\C=C\c3ccco3)C2=O)cc1
29. FC(F)(F)C1=NC(C(F)(F)F)=NP(N2CCOCC2)(N2CCOCC2)=N1
30. COc1ccc(C2=NS(=O)(=O)N(C)C(C(=O)N3CCC4(CC3)OCCO4)=C2)cc1OC
assay / entry	25	26	27	28	29	30
SMARCA2 act	0	-1	-4	4	-1	4
DAX1 inh-1	.	2.0	0.4	1.8	1.1	-0.6
ADAM10 inh	11	0	-3	-9	5	8
GAA850 FXN act	.	-0.4	-2.0	8.0*	-1.7	-0.1
ADAM17 inh	3	-1	-7	-7	-1	-2
hcDAF12 agonist	-4.1	-0.1	0.6	3.7	-1.7	0.1
hgDAF12 agonist	-7.0	7.7	4.0	2.8	0.7	-0.4
ssDAF12 agonist	-2.0	-1.0	-0.8	0.3	-0.8	-0.8
PG9 Ab binder	-0.8	-0.4	-0.3	-3.3	0.3	-1.8
GC-A act	1	0	0	14	11	-2
DAX1 inh-2	-4.1	-0.3	-0.2	0.5	0.1	-0.4

31. O=C(O)C12C3CCCC1C32c1ccccc1 (configuration not stated)
32. CN1CCCC1C(O)(c1ccccc1)c1ccccc1 (configuration not stated)
33. O=C(CN1CCN(Cc2cccc(Cl)c2)C1=O)N1CCC2(CC1)OCCO2
34. O=c1[nH]c(=S)n(-c2ccc(F)cc2)c(O)c1/C=N/N1CCOCC1
35. COC(=O)c1ccc(N2CCN(C)CC2)c([N+](=O)[O-])c1
36. O=C(Cc1ccc(Br)cc1)N1CCN(Cc2ccccc2)CC1
assay / entry	31	32	33	34	35	36
SMARCA2 act	-4	-3	0	-2	1	1
DAX1 inh-1	-0.4	0.6	-0.1	-0.6	0.1	-0.7
ADAM10 inh	-10	-2	-8	-4	6	3
GAA850 FXN act	1.9	-2.6	-1.2	0.5	1.3	3.5
ADAM17 inh	-5	-5	-4	-7	-1	-1
hcDAF12 agonist	-1.0	-1.1	-1.1	-0.8	-0.4	0.6
hgDAF12 agonist	-1.8	0.7	-0.9	0.7	-2.0	1.3
ssDAF12 agonist	-1.6	-0.5	-1.0	-1.3	-0.8	-1.0
PG9 Ab binder	0.9	2.6	0.1	-3.0	-0.4	-1.3
GC-A act	-2	-18	1	4	-1	-10
DAX1 inh-2	-0.6	-0.3	-0.5	-0.2	-0.1	-0.2

37. CC(C)n1c(=O)c(C=Nc2ccc(F)cc2)c(O)n(Cc2ccco2)c1=O
38. Cn1c(O)c(C=NCCN2CCNCC2)c(=O)n(C)c1=O
39. CC1CN1P(=O)(Oc1ccccc1)N1CC1C (configuration not stated)
40. O=C1NC(=S)NC(=O)C1c1ccccc1
41. c1cc2c(cc1[C@H]1OCC3C1CO[C@@H]3c1ccc3c(c1)OCO3)OCO2 (some centres not stated)
42. CN1C(=O)/C(=C\c2ccc(N3CCCCC3)o2)C(=O)NC1=S
assay / entry	37	38	39	40	41	42
SMARCA2 act	-1	-2	-5	-1	1	2
DAX1 inh-1	-0.9	-0.5	-0.1	0.6	-0.8	2.9
ADAM10 inh	3	-9	-12	-12	3	-5
GAA850 FXN act	2.8	-1.7	0.5	0.6	0.0	4.7
ADAM17 inh	-2	-1	-5	-5	1	0
hcDAF12 agonist	-2.3	-1.1	1.9	-0.5	-2.3	1.3
hgDAF12 agonist	-1.4	-4.8	-0.1	-0.3	-2.5	4.2
ssDAF12 agonist	-1.4	-0.9	-0.2	-0.9	-1.8	-0.5
PG9 Ab binder	3.3	-0.4	-3.2	-2.7	-1.0	-10
GC-A act	-3	-2	3	4	0	-3
DAX1 inh-2	-0.5	0.1	0.5	-1.1	-1.6	0.9

43. c1ccc(CCc2ccc3n2Cc2cnnn2-c2ccccc2-3)cc1
44. COc1ccc2oc3c(c2c1)NC(=O)CN=C3c1ccccc1
45. COc1cc(OC)cc(-n2nc(C(=O)N3CCC4(CC3)OCCO4)c3ccccc3c2=O)c1
46. COc1ccc(CNCC(=O)N2CCC3(CC2)OCCO3)cc1
47. O=C1CCN(C(=O)C(Cl)Cl)N1
48. S=P(N1CCCCCC1)(N1CC1)N1CC1
assay / entry	43	44	45	46	47	48
SMARCA2 act	-5	-2	-1	-2	1	-3
DAX1 inh-1	-1.7	-0.8	-0.7	0.2	1.0	0.1
ADAM10 inh	-132	-1	1	-4	-2	-12
GAA850 FXN act	-3.2	-0.4	-0.4	0.6	-2.1	1.0
ADAM17 inh	-41	0	-3	-2	2	-6
hcDAF12 agonist	-1.8	-1.8	-1.9	-1.1	-0.9	-0.7
hgDAF12 agonist	1.4	0.8	-2.0	4.7	-0.5	-0.1
ssDAF12 agonist	-1.6	-1.6	-1.4	-1.4	-1.4	-0.4
PG9 Ab binder	0.8	-0.2	1.6	-1.2	-1.7	-0.7
GC-A act	-2	1	1	-3	5	-1
DAX1 inh-2	-2.9	0.4	-0.5	0.0	-0.6	-0.4
